Compound activity: PubChem, several laboratories
Hsp70 act = Hsp70 transcriptional activators, primary screen, cell-based, HeLa, Hsp70 promoter luciferase, luminescence, 10 µM. HeLa Hsp70 promoter luciferase reporter; scaled: vehicle 0, proteasome-inhibitor control 100%. activation, % at 10 µM. 200,000 compounds, 0.04% hits. AID 1203, 2008;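 active means activation above the mean across all tested compounds plus 3 SD, cutoff set per campaign, cut at about 5.5% in these data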;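 further: 100% = MG132 at 30 µM as the positive control and 0% = DMSO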
STAT3 act = IL-6 driven STAT3 reporter potentiators, primary screen, U3A cells, luciferase, luminescence, MLSCN library; IL-6 STAT3-luciferase reporter; 100% = signal with IL-6 EC80 alone; activation (% of control), % at 5.6 µM; 190,000 compounds, 0.91% hits; AID 871, 2007;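 active means activation above the screen-wide mean of compound activation plus 3 SD, cut at about 130% in these data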;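 further: 0% = background luminescence of wells with medium and substrate only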
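Test system: human U3A cells carrying STAT3-luciferase construct; control set: IL-6-only wells as 100% reference; timing: compound pre-incubation 1 h before IL-6, then 6 h stimulation at 37 °C; also added: IL-6 stimulus at 33 ng/mL final; evaluation: % activation versus median of IL-6-stimulated wells; detection: reporter luminescence signal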
STAT1 act = STAT1 signaling activators, primary screen, cell-based, HTS, luciferase reporter. NIH 3T3 STAT1-luciferase reporter, IFN-gamma, luminescence; 100% = IFN-gamma alone, no compound. activation (% of control), % at 5.5 µM. 200,000 compounds, 2.6% hits;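 active means activation above the screen-wide mean activation plus 3 SD, cut at about 130% in these data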;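 further: raw ratio to IFN-gamma control signal so 100% means no change and 0% no light; values of inactives mirror those of a sister screen read the other way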
RAM network inh = inhibitors of the yeast RAM network, primary screen, dse1pr::URA3 reporter, 5-FOA selection. inhibition, % at 50 µM. AID 868, 2007. S. cerevisiae dse1pr::URA3 reporter, 5-FOA growth OD615, 2 d; analog-sensitive cbk1-as2 kinase mutant strain. 190,000 compounds, 1.8% hits;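 active means inhibition above a set limit, 3 SD over mean compound inhibition, cut at about 8.4% in these data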;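 further: 0% = DMSO-only wells with no growth and 100% = 10 µM 1-NA-PP1 full growth; inhibition rescues growth on 5-FOA so higher OD means more RAM inhibition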
STAT1 inh = STAT1 signaling inhibitors, primary screen, cell-based, HTS, luciferase reporter; AID 920, 2007; 200,000 compounds, 0.35% hits; inhibition, % at 5.5 µM; NIH 3T3 STAT1-luciferase reporter, IFN-gamma, luminescence;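 active means inhibition above a set limit, the mean inhibition across all tested compounds plus 3 SD, cut at about 34% in these data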;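 further: 0% = IFN-gamma with DMSO and 100% = IFN-gamma with 300 µM nifuroxazide; values of inactives mirror those of a sister screen read the other way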
APP 5UTR inh = inhibitors of APP translation via 5'UTR reporter, primary screen, APP 5'UTR luciferase, SH-SY5Y cells; AID 1285, 2008; 190,000 compounds, 0.82% hits; inhibition, % at 2 µM; SH-SY5Y APP 5'UTR-luciferase reporter, luminescence;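 active means inhibition above a set limit, derived from the sample mean plus 3 SD, cut at about 45% in these data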; further: values of inactives mirror those of a sister screen read the other way
FLuc inh counter = firefly luciferase enzyme inhibitors, primary screen, artefact control for luciferase-based inhibitor screens, biochemical, luminescence, ATPLite; 10 min; 200,000 compounds, 1.5% hits; Luciferin 4-monooxygenase (Photinus pyralis), P08659; inhibition, % at 10 µM;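 active means inhibition above about 50% when tested at 10 µM, limit read from the data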
Target sequence (P08659 whole entry, looked up): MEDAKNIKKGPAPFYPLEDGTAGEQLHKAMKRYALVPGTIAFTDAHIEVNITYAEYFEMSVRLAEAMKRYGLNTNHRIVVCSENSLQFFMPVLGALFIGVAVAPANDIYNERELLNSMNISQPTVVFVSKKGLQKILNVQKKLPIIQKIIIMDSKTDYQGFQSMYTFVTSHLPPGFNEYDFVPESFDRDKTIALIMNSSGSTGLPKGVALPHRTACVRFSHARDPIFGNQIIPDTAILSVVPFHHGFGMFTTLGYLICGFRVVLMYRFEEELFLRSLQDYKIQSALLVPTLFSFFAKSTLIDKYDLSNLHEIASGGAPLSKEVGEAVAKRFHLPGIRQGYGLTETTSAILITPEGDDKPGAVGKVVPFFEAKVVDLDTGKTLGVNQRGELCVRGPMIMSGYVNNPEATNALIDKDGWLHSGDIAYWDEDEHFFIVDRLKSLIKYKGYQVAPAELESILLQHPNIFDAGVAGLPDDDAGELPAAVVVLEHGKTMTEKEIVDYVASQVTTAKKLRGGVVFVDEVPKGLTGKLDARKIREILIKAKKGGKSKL
NF-kB neuron act = activators of NF-kB expression in neurons, primary screen, cell-based, HTS. human neuronal cells, NF-kB reporter expression; hits give high values. fold change at 12.5 µM. 190,000 compounds, 1.6% hits. AID 1239, 2008; in the data active means fold change above about 3.3
APP 5'UTR act = activators of APP 5'UTR luciferase reporter, primary screen, SH-SY5Y cells | SH-SY5Y APP 5'UTR luciferase reporter, luminescence; zero percent = DMSO vehicle wells | activation, % at 2 µM | 190,000 compounds, 1% hits;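 active means activation above a set limit, based on mean plus 3 SD of controls, cut at about 140% in these data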; further: values of inactives mirror those of a sister screen read the other way
STAT3 blocker = IL-6 driven STAT3 reporter inhibitors, primary screen, U3A cells, luciferase, luminescence, MLSCN library; IL-6 STAT3-luciferase reporter; host cell line lacks STAT1; inhibition, % at 5.5 µM; 190,000 compounds, 0.89% hits;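 active means inhibition above the mean inhibition across all screened compounds plus 3 SD, cut at about 44% in these data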;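 further: 0% = DMSO only wells and 100% = 100 µM nifuroxazide control wells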
Starred values were filed as active, the others as inactive; / = no result given; & = joins results of further samples.

Each structure is followed by: Hsp70 act, STAT3 act, STAT1 act, RAM network inh, STAT1 inh, APP 5UTR inh, FLuc inh counter, NF-kB neuron act, APP 5'UTR act, STAT3 blocker
- CN(C)c1ccc(C2N3CC4(C)CN2CC(C)(C3)C4O)cc1 (stereo unspecified)
    0.1, 101, 106, 1.6, -7, /, 0, 1, /, 8
- c1ccc2sc(Cc3nnc4n3CCCCC4)nc2c1
    -0.1, 130, 96, -0.5, 5, 2, 7, 1.2, -2, -27
- COc1ccc(C(=O)N2CCN(C3CCC(c4ccccc4)CC3)CC2)cc1OC (stereo unspecified)
    -0.2, 95, 99, 0.1, 2, -22, -6, 0.69, 22, 11
- CC(C)(C)C(=O)C(Cc1ccccc1Cl)n1cncn1 (stereo unspecified)
    -0.1, 99, 97, -0.6, 4, -17, -2, 1.2, 17, 6
- CCCNC(=O)c1ccccc1C(=O)NCCC
    -0.1, 109, 101, -0.4, -1, 10, -9, 1.1, -10, -7
- Cc1cc(NC(=O)/C=C/c2ccc(Cl)cc2)no1
    -0.2, 89, 111, 5.1, -12, -65, -1, 1.4, 65, 16
- C=CCc1cccc2cc(C(=O)Nc3ccc(S(=O)(=O)Nc4nnc(CC)s4)cc3)c(=O)oc12
    -0.2, 109, 106, 4.7, -7, -16, 3, 1.3, 16, -16
- NS(=O)(=O)c1ccc(CCNC(=O)c2ccc(Br)s2)cc1
    -0.4, 108, 90, 6.8, 9, -5, -6, 0.93, 5, -4
- O=C(CC(NC(=O)c1ccccc1)c1ccccc1)Nc1ccc(F)c(F)c1 (stereo unspecified)
    -0.2, 117, 93, 3.7, 8, 24, 3, 1.1, -24, -17
- O=C(CSc1ccc(Cl)cc1)Nc1cccc(-c2nc3ccccc3[nH]2)c1
    -0.4, 99, 121, 3.7, -23, -19, -2, 1.4, 19, 6
- Cc1nn(C(C)(C)C)c(OC(=O)c2cccs2)c1Sc1ccccc1
    -0.1, 120, 104, 11*, -5, 3, -7, 0.66, -3, -19
- CC(=O)c1ccc(NC(=O)C(C)NCc2ccccc2Cl)cc1 (stereo unspecified)
    0.0, 98, 104, -0.4, -5, -51, -7, 0.96, 51, 7
- COc1cccc2c(=O)n(CC(=O)N3CCc4ccccc43)ccc12
    -0.4, 101, 92, 2.0, 8, 5, -6, 1.7, -5, 4
- O=C(O)c1cccc(NC(=S)N/N=C/c2c[nH]c3ccccc23)c1
    -0.5, 39, 45, 5.3, 58*, 5, 26, 1.2, -5, 73*
- COc1ccc2c(COC(=O)CCS(=O)(=O)c3ccccc3)cc(=O)oc2c1
    -0.1, 100, 102, 2.9, -2, -21, -4, 1.1, 21, 5
- Cc1cc(C)n(-c2nc(C(F)(F)F)nc3ccccc23)n1
    -0.2, 103, 95, 1.5, 2, -4, -4, 1.1, 4, 1
- O=C(CN1C(=O)c2ccccc2C1=O)Nc1ccccc1C(=O)NC1CCCCC1
    -0.4, 107, 98, 3.6, 2, /, -2, 1.9, /, -1
- CCOC(=O)C1CCN(C(=O)c2cn(C)c(=O)c3cc(OC)c(OC)cc23)CC1
    -0.2, 104, 97, 0.8, 4, 1, -6, 1.1, -1, -4
- CCCCNC(=O)N(c1c(N)n(Cc2ccccc2)c(=O)[nH]c1=O)C1CCCC1
    -0.1, 105, 100, 0.0, -1, 2, -3, 1.1, -2, -4
- CCCCOC(=O)Nc1sc2c(c1C(=O)OC)CCC2
    -0.2, 104, 101, -0.6, -2, 8, -6, 1.3, 14, 2
- CCC(=O)Nc1nc2ccccc2n1Cc1ccc(C)cc1
    -0.1, 85, 101, -0.4, -1, 9, -3, 0.92, -9, 18
- COc1cnc(-c2ccccc2)nc1Oc1ccccc1C
    -0.3, 106, 102, 5.7, -3, -2, -2, 0.88, 2, -1
- CCOc1ccccc1C(=O)Nc1nccs1
    -0.1, 84, 100, -0.4, 0, 15, -4, 1.1, -15, 27
- COC(=O)c1[nH]c2cc(OC)ccc2c1NC(=O)CCN1CCCC(C)(C)C1
    -0.3, 114, 95, 0.8, 5, 8, -6, 1.1, -8, -12
- O=C(/C=C/c1ccc(F)cc1)NCC1(c2ccccc2)CCOCC1
    -0.2, 102, 104, -0.4, -4, -1, -6, 1, 1, -2
- COc1ccc(Nc2nc(N)nc(CSc3n[nH]c(-c4ccccc4)n3)n2)cc1
    -0.2, 97, 102, 1.2, -2, 1, -9, 0.68, -1, 7
- CS(=O)(=O)c1ccc(C(=O)Nc2ccc(N3CCOCC3)cc2)c(Cl)c1
    0.4, 86, 96, 1.7, 1, 11, -4, 1.3, -11, 22
- CC(NC(=O)COC(=O)c1ccc([N+](=O)[O-])s1)c1ccccc1 (stereo unspecified)
    -0.4, 101, 93, -0.6, 8, -11, -9, 0.97, 11, -6
- Cc1cccc(C)c1NC(=S)NN(Cc1ccccc1)c1ccccc1
    -0.1, 90, 90, 6.0, 10, /, 0, 0.91, /, 11
- CC(C)C(c1nnnn1Cc1ccco1)N1CCN(c2cccc(Cl)c2)CC1 (stereo unspecified)
    -0.4, 99, 96, 3.2, 4, -9, -4, 0.92, 9, 8
- O=c1[nH]ncc(N2CCCCC2)c1Cl
    -0.2, 104, 94, -0.1, 7, -13, -5, 1.1, 13, -2
- COc1ccc(OCCCC(=O)Nc2ccc(N3CCOCC3)cc2)cc1
    0.0, 110, 109, 3.3, -9, 12, -7, 1, -12, -5
- CN1C2C=C3C(C#N)=C(N)C(C#N)(C#N)[C@@H](c4ccsc4)[C@@H]3C1CC2 (stereo partly specified)
    0.7, 117, 101, 0.4, -1, -5, -10, 1.6, 5, -15
- CSCCC(NS(=O)(=O)c1ccc(Cl)cc1)C(=O)OCC(=O)N1CCOCC1 (stereo unspecified)
    -0.1, 105, 97, 0.0, 3, -2&-8, /, 1, 1&8, -1
- CC(C)(C)c1ccc(C(=O)NCCC(=O)N2CCN(c3ncccn3)CC2)cc1
    0.1, 100, 99, -1.1, 1, -11, -3, 0.97, 11, 4
- CCOc1ccc(-n2c(SC(C)C(=O)OC)nc3c(c2=O)SCC3)cc1 (stereo unspecified)
    -0.1, 100, 96, /, 8, -11, /, /, 11, 2
- O=C1/C(=C/c2ccc([N+](=O)[O-])cc2)C=C(c2ccccc2)N1c1ccccc1
    0.1, 100, 106, 4.2, -7, 21, 0, 1.3, -21, 11
- COc1ccc(C(=O)C2CCCN(Cc3cccn3-c3ccccn3)C2)cc1F (stereo unspecified)
    -0.4, 106, 89, 1.7, 10, 7, -4, 0.77, -7, -2
- C/C(=N\NC(=O)c1ccn(C)n1)c1ccc(NC(=O)C2CCCC2)cc1
    -0.2, 109, 135*, 1.2, -39, -8, -5, 0.99, 8, -10
- Cc1ccc(NC(=S)N2CCC(C(N)=O)(N3CCCCC3)CC2)c(C)c1
    0.1, 98, 99, 0.1, -1, -29, -8, 1, 29, 6
- COc1ccc(N2CCN(C(=O)CSc3nnc(Cn4nnc5ccccc54)n3C)CC2)cc1
    -0.2, 96, 90, -1.1, 10, -8, -4, 1.3, 8, 9
- CCCN(C(=O)c1ccco1)c1nnc(-c2cccc(C)c2)s1
    0.8, 101, 99, 2.6, -1, -48, 4, 1.7, 48, 4
- COC(=O)c1ccc(C(C(=O)NC2CCCCC2)N(Cc2ccc(F)cc2)C(=O)Cc2cccs2)cc1 (stereo unspecified)
    -0.4, 100, 96, 2.8, 5, 2, 1, 0.42, -2, -2
- Cc1c(Cl)c([N+](=O)[O-])nn1CCCC(=O)Nc1cc(Oc2ccccc2)cc([N+](=O)[O-])c1
    -0.2, 93, 97, 4.8, 3, 14, -7, 0.81, -14, 7
- CCCCCC(=O)N/N=C/c1cc(Br)c(O)c(OC)c1
    -0.2, 101, 89, 0.3, 12, -6, -3, 1, 5, 4
- CCOC(=O)c1cnc2cc(C)ccn2c1=O
    -0.2, 90, 105, 0.0, -5, 8, -6, 1, -8, 15
- CN(C)CCNc1ccc(-c2nn(C)c(=O)c3ccccc23)cc1[N+](=O)[O-]
    -0.4, 96, 91, 1.7, 10, 7, -9, 1, -7, 7
- CCOC(=O)c1nnn(-c2nonc2N)c1CSc1ccccc1
    0.0, 95, 104, -0.1, -5, -3, -6, 0.97, 3, 10
- O=S(=O)(N/N=C\c1c(F)cccc1Cl)c1ccc(Cl)cc1
    -0.2, 104, 91, 0.8, 2, -3, -7, 0.87, 3, 5
- Cc1cccc(NC(=O)C(CC(C)C)NC(=O)C2CCC(C)CC2)n1 (stereo unspecified)
    -0.2, 100, 95, 4.5, 3, -2, -6, 1.3, 2, 8
- O=C(Cn1cnc2c(nnn2-c2ccccc2)c1=O)N1CCCc2ccccc21
    -0.2, 95, 102, 1.6, -1, 10, -2, 0.67, -10, 6
- COc1ccccc1C(=O)N1CCN(C2CCN(Cc3ccccc3)CC2)CC1
    -0.3, 102, 106, -0.8, -6, 7, -7, 0.87, -7, 2
- Cc1nc(C)c(-c2csc(Nc3cccc(O)c3)n2)s1
    -0.1, 88, 95, 1.9, 6, -166, 32, 4.3*, 166*, 16
- CNC(=S)N1CCN(CCNC2=CC(=O)CC(C)(C)C2)CC1
    0.0, 95, 104, 2.1, -5, -13, -6, 1, 13, 12

2 entries picked at random from those above:
Each structure is followed by: Hsp70 act, STAT3 act, STAT1 act, RAM network inh, STAT1 inh, APP 5UTR inh, FLuc inh counter, NF-kB neuron act, APP 5'UTR act, STAT3 blocker
- Cc1cccc(NC(=O)C(CC(C)C)NC(=O)C2CCC(C)CC2)n1 (stereo unspecified)
    -0.2, 100, 95, 4.5, 3, -2, -6, 1.3, 2, 8
- O=C1/C(=C/c2ccc([N+](=O)[O-])cc2)C=C(c2ccccc2)N1c1ccccc1
    0.1, 100, 106, 4.2, -7, 21, 0, 1.3, -21, 11
